Source: PubChem (several laboratories)
AP complement: alternative pathway complement inhibition, orthogonal assay; Human serum alternative complement pathway, LPS-coated ELISA, C3 deposition; tested in compound mixtures; actives 0.08% (n = 62,000); inhibition, % at 5 µM;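 active means inhibition above 30% in each of the two pooled mixtures holding the compound, so the lower value exceeds 30%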;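 further: 0% = serum in Mg-EGTA without compound and 100% = EDTA serum blank; some compounds past the cut are filed as inactive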
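Assay system: Human serum alternative complement pathway, C3 deposition on LPS-coated wells | Incubation: 1 h serum-compound exposure at 37 °C | Doses: 5 µM per compound in ten-compound mixtures | Read-out: Percent inhibition | Technique: ELISA with HRP anti-human C3 antibody, TMB substrate, absorbance 450 nm | Replication: Two pool placements per compound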
CatB mix inh: human cathepsin B inhibition by mixtures | P07858 | Purified cathepsin B, AMC dipeptide fluorescence, compound mixtures | inhibition, %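 (ten-compound pools at 5 µM per compound and 50 µM total)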 | actives 0.06% (n = 62,000) | AID 488; in the data active means inhibition above about 22%, passing the limit was not always enough;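 further: 0% = enzyme without compound and 100% = no enzyme blank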
JNK3 inh: blocks human JNK3 kinase activity. inhibition, % at 8 µM. AID 746. actives 0.61% (n = 60,000). purified JNK3 kinase activity, HTS. P53779; in the data active means inhibition above about 17%;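 further: 0% = DMSO and 100% = reference inhibitor; many of its hits are not listed in these tables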
Ec RNAP inh: blocks E. coli RNA polymerase transcription. P0A8V2. fluorescence transcription assay. inhibition, %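 (tested at 10 µM)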. actives 0.2% (n = 62,000); in the data active means inhibition above about 20%;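 further: 0% = enzyme without compound and 100% = no enzyme blank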
CatB inh: blocks human cathepsin B protease activity. inhibition, %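 (tested at 10 µM)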. P07858. purified cathepsin B, fluorogenic substrate, fluorescence. actives 0.1% (n = 63,000); in the data active means inhibition above about 21%;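 further: 0% = enzyme with no compound and 100% = no enzyme blank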
PKA inh: blocks human protein kinase A activity | inhibition, % at 6 µM | AID 524 | PKA Kemptide phosphorylation, Kinase-Glo ATP luminescence | P17612 | actives 0.1% (n = 65,000);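 active means inhibition above the screen-wide mean inhibition plus 3 SD, cut at about 21% in these data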; further: many of its hits are not listed in these tables
ROCK2 blocker: inhibitors of human Rho kinase 2 | O75116 | actives 0.35% (n = 60,000) | purified ROCK2, Kinase-Glo ATP depletion luminescence | inhibition, % at 6 µM;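 active means inhibition above the screen-wide mean inhibition plus 3 SD, cut at about 18% in these data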;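 further: plate controls were DMSO wells for no effect and Y-27632 control wells after no-enzyme background subtraction for full effect; many of its hits are not listed in these tables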
CatS inh: inhibitors of human cathepsin S; P25774; recombinant cathepsin S, AMC dipeptide fluorescence, pooled mixtures; inhibition, %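 (tested at 5 µM per compound within 10-compound mixtures)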; actives 0.06% (n = 62,000); AID 501; in the data active means inhibition above about 32%, passing the limit was not always enough;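 further: 0% = enzyme without compound and 100% = blank without enzyme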
Target sequence (P25774 115-331 limits assumed): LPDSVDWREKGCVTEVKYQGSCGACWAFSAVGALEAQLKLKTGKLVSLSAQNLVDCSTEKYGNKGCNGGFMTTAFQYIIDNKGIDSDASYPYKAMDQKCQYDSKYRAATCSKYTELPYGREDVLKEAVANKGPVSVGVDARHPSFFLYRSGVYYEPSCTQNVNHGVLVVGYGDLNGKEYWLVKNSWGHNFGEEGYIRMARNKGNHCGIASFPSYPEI
RORA act: activators of human nuclear receptor RORA. activation, % at 10 µM. actives 1.5% (n = 65,000). CHO-K1 Gal4-RORA LBD luciferase reporter, luminescence; percent increase over mock-subtracted basal signal. P35398;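 active means activation above the mean of all tested compounds plus 3 SD, cut at about 49% in these data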;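 further: 0% = DMSO-treated RORA cells and 100% = added signal equal to DMSO minus mock-transfected cells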
Target sequence (P35398 whole entry, looked up, the tested form may be a part): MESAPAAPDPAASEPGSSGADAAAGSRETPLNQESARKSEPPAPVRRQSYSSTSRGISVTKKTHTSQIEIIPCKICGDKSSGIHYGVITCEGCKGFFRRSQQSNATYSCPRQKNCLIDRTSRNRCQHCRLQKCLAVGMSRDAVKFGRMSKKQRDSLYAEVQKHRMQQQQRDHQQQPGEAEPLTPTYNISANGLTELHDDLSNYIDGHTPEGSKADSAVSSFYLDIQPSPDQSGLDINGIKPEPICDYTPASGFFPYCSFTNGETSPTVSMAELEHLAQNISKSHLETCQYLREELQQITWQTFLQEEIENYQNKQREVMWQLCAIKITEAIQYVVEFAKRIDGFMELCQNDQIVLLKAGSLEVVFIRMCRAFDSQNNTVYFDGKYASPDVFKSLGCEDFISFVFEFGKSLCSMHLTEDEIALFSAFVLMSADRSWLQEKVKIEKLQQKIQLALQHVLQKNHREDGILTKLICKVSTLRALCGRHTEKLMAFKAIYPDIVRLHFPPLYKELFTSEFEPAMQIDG
Starred values were filed as active, the others as inactive; · = not tested or not shown.

#1 Cn1nc(-c2ccc(Cl)cc2)c2cc(C(=O)NCCN3CCOCC3)sc21
#2 COCCN(Cc1cc2cc3c(cc2n2nnnc12)OCO3)C(=O)c1ccccc1F
#3 COC(=O)c1nnn(CC(=O)Nc2cc(Cl)ccc2C)c1C(=O)OC
#4 CSc1nnc(NC(=O)C2CCCCC2)s1
#5 Cc1ccc(C)c(N2CCN(C(=O)c3ccc(NS(=O)(=O)c4c(C)noc4C)cc3)CC2)c1
Screen / compound no.	1	2	3	4	5
AP complement	12	-3	6	13	-10
CatB mix inh	-3	4	0	0	-3
JNK3 inh	10	-1	·	4	9
Ec RNAP inh	-4	5	6	3	-4
CatB inh	-3	2	8	1	2
PKA inh	-1	-7	5	4	6
ROCK2 blocker	3	0	·	0	-1
CatS inh	0	7	9	1	1
RORA act	16	-8	-21	29	-9

#6 Cc1ccc(C2c3c(-c4ccccc4O)n[nH]c3C(=O)N2Cc2ccncc2)cc1 (stereo not given)
#7 CC1(C)OC(=O)C2(Cc3ccccc3N3CCCCC32)C(=O)O1 (stereo not given)
#8 Cc1ccc(C)n1-n1cnc2scc(-c3cccs3)c2c1=O
#9 COc1cc(OC)c(C(=O)NC2CCCCCC2)cc1OC
#10 Cc1c(C(=O)OCC(=O)c2c(N)n(CC(C)C)c(=O)n(C)c2=O)oc2ccccc12
Screen / compound no.	6	7	8	9	10
AP complement	3	21	17	11	-6
CatB mix inh	-7	2	1	4	2
JNK3 inh	-11	-3	5	1	-4
Ec RNAP inh	4	6	4	11	·
CatB inh	0	0	2	0	3
PKA inh	6	3	9	6	3
ROCK2 blocker	5	2	4	3	0
CatS inh	-6	-7	0	5	12
RORA act	14	-6	2	-17	-23

#11 NC(=O)c1cnn(Cc2ccc(Cl)cc2)c1N
#12 COc1cc(C2C(C(=O)c3ccco3)=C(O)C(=O)N2Cc2cccnc2)cc(OC)c1OC (stereo not given)
#13 COc1ccc2c(c1)nc(N)n2Cc1ccccc1
#14 CC1(C)CC(=O)C2=C(C1)OC(N)=C(C#N)C21CCN(Cc2ccccc2)CC1
#15 Cc1cc(NC(CC(C)C)C(=O)O)nc(Cc2ccccc2)n1 (stereo not given)
Screen / compound no.	11	12	13	14	15
AP complement	18	10	·	7	·
CatB mix inh	7	-1	·	-13	·
JNK3 inh	-4	-6	-5	·	-1
Ec RNAP inh	2	0	0	13	8
CatB inh	2	1	0	8	0
PKA inh	-2	-11	4	8	4
ROCK2 blocker	4	-1	9	·	2
CatS inh	-3	-3	·	-15	·
RORA act	-20	-3	7	6	-8

#16 COC(=O)c1cc(CSc2nc3ccc(C)cc3[nH]2)oc1C
#17 CS(=O)c1nc(-c2ccc(Br)cc2)cc(-c2ccccc2)c1C#N (stereo not given)
#18 Cc1ccc(C(=O)CCNc2ccccc2)o1
#19 CN(C)S(=O)(=O)NC(c1ccccc1)c1ccccc1
#20 CCC1Oc2ccc(C)cc2N(CC(=O)NCc2cc(OC)ccc2OC)C1=O (stereo not given)
Screen / compound no.	16	17	18	19	20
AP complement	-5	10	-2	7	23
CatB mix inh	-5	3	3	23	8
JNK3 inh	·	-3	-6	-1	-4
Ec RNAP inh	3	2	6	12	1
CatB inh	-3	6	3	0	-5
PKA inh	8	0	-1	8	0
ROCK2 blocker	·	-4	2	3	0
CatS inh	1	1	13	13	-1
RORA act	3	-58	26	-6	-25

#21 Nc1ncnc2c1ncn2CCOc1ccccc1
#22 O=C(O)c1ccc(OC(F)(F)C(F)C(F)(F)F)cc1 (stereo not given)
#23 O=C(NCCOc1ccccc1)c1ncn[nH]1
#24 Cc1sc2nc(SCC(=O)N(CCO)CCO)n(C3CCCCC3)c(=O)c2c1C
#25 COc1ccc(CNC(=O)c2ccc(N3CCCC3=O)cc2)cc1
Screen / compound no.	21	22	23	24	25
AP complement	-7	-10	-14	17	-3
CatB mix inh	-3	0	-2	6	-1
JNK3 inh	6	2	5	5	·
Ec RNAP inh	·	4	12	4	5
CatB inh	5	3	0	-3	8
PKA inh	8	2	5	-3	5
ROCK2 blocker	9	4	6	-4	·
CatS inh	9	-1	9	1	12
RORA act	-9	-6	-1	-15	48

#26 COC(=O)C1=C(C)Nc2nnnn2C1c1ccc(Cl)cc1Cl (stereo not given)
#27 COc1ccc(C(=O)Oc2cccnc2)cc1OC
#28 CCOc1ccc(NC(=O)CSc2nccn2C)cc1
#29 CCOc1ccc(-c2noc(COC)n2)cc1OC
#30 COc1ccc(CNc2oc(COc3ccccc3Cl)nc2C#N)cc1
Screen / compound no.	26	27	28	29	30
AP complement	14	10	7	13	-1
CatB mix inh	1	-8	-8	-6	2
JNK3 inh	·	4	·	-8	3
Ec RNAP inh	4	-4	-3	-3	11
CatB inh	-2	-4	-1	-3	2
PKA inh	8	-6	9	-1	1
ROCK2 blocker	·	-7	·	-6	-10
CatS inh	-5	-6	-11	1	-2
RORA act	0	-15	17	6	-2

#31 COc1ccc(NC2=NCC(=O)N2c2ccccc2F)c(OC)c1
#32 C=C(C)Cn1c(-c2ccccc2)nc2ccccc21
#33 Cc1nc(NCc2ccccc2)[nH]c(=O)c1CCC(C)C
#34 O=C(CN(Cc1ccco1)C(=O)CNS(=O)(=O)c1ccccc1)NCc1ccccc1
#35 CC1CCN(S(=O)(=O)c2ccc3[nH]cc(C(=O)NCCN4CCOCC4)c(=O)c3c2)CC1
Screen / compound no.	31	32	33	34	35
AP complement	-25	0	1	10	-5
CatB mix inh	0	1	2	5	0
JNK3 inh	3	2	-3	2	·
Ec RNAP inh	-5	8	8	3	13
CatB inh	0	0	1	1	2
PKA inh	12	-1	10	-1	5
ROCK2 blocker	3	2	5	3	·
CatS inh	5	1	11	-2	11
RORA act	-7	-12	-3	5	9

Part of the list above in order of number of heavy atoms, highest first:
#5 Cc1ccc(C)c(N2CCN(C(=O)c3ccc(NS(=O)(=O)c4c(C)noc4C)cc3)CC2)c1
#35 CC1CCN(S(=O)(=O)c2ccc3[nH]cc(C(=O)NCCN4CCOCC4)c(=O)c3c2)CC1
#34 O=C(CN(Cc1ccco1)C(=O)CNS(=O)(=O)c1ccccc1)NCc1ccccc1
#6 Cc1ccc(C2c3c(-c4ccccc4O)n[nH]c3C(=O)N2Cc2ccncc2)cc1 (stereo not given)
#20 CCC1Oc2ccc(C)cc2N(CC(=O)NCc2cc(OC)ccc2OC)C1=O (stereo not given)
#14 CC1(C)CC(=O)C2=C(C1)OC(N)=C(C#N)C21CCN(Cc2ccccc2)CC1
#30 COc1ccc(CNc2oc(COc3ccccc3Cl)nc2C#N)cc1
Screen / compound no.	5	35	34	6	20	14	30
AP complement	-10	-5	10	3	23	7	-1
CatB mix inh	-3	0	5	-7	8	-13	2
JNK3 inh	9	·	2	-11	-4	·	3
Ec RNAP inh	-4	13	3	4	1	13	11
CatB inh	2	2	1	0	-5	8	2
PKA inh	6	5	-1	6	0	8	1
ROCK2 blocker	-1	·	3	5	0	·	-10
CatS inh	1	11	-2	-6	-1	-15	-2
RORA act	-9	9	5	14	-25	6	-2

#3 COC(=O)c1nnn(CC(=O)Nc2cc(Cl)ccc2C)c1C(=O)OC
#17 CS(=O)c1nc(-c2ccc(Br)cc2)cc(-c2ccccc2)c1C#N (stereo not given)
#26 COC(=O)C1=C(C)Nc2nnnn2C1c1ccc(Cl)cc1Cl (stereo not given)
#33 Cc1nc(NCc2ccccc2)[nH]c(=O)c1CCC(C)C
#28 CCOc1ccc(NC(=O)CSc2nccn2C)cc1
#21 Nc1ncnc2c1ncn2CCOc1ccccc1
#18 Cc1ccc(C(=O)CCNc2ccccc2)o1
Screen / compound no.	3	17	26	33	28	21	18
AP complement	6	10	14	1	7	-7	-2
CatB mix inh	0	3	1	2	-8	-3	3
JNK3 inh	·	-3	·	-3	·	6	-6
Ec RNAP inh	6	2	4	8	-3	·	6
CatB inh	8	6	-2	1	-1	5	3
PKA inh	5	0	8	10	9	8	-1
ROCK2 blocker	·	-4	·	5	·	9	2
CatS inh	9	1	-5	11	-11	9	13
RORA act	-21	-58	0	-3	17	-9	26

Further structures
#36 COc1ccc(C(CC(=O)N2CCOCC2)C(C)C)cc1 (stereo not given)
#37 COc1cccc(COc2nc3c(c(=O)n(C)c(=O)n3C)n2C)c1
#38 COCCOCCOCCC(=O)NC1CC2CCC1(C)C2(C)C (stereo not given)
#39 CCOC(=O)c1c(C)oc2ccc(OCC(=O)N(CC)CC)cc12
#40 CCOC(=O)Nc1ccc(Oc2ccccc2)cc1
Screen / compound no.	36	37	38	39	40
AP complement	·	·	·	17	6
CatB mix inh	·	·	·	3	3
JNK3 inh	-10	-1	7	3	-8
Ec RNAP inh	-6	6	4	3	5
CatB inh	-2	-2	-1	-2	-4
PKA inh	1	5	1	-5	5
ROCK2 blocker	-16	1	2	-6	2
CatS inh	·	·	·	-8	-5
RORA act	-5	8	-8	12	-4

#41 O=S(=O)(NCCOCCNS(=O)(=O)c1ccccc1)c1ccccc1
#42 CC(C)N(Cc1nc(-c2ccccc2)no1)C(=O)c1ccc(Br)o1
#43 COc1ccc(NC(=O)CNCCC2=CCCCC2)cc1
#44 COc1ccccc1NC(=O)CSc1nnc(Cn2nnc(-c3ccccc3)n2)n1-c1ccccc1
#45 CCOc1ncccc1C(=O)OCC(=O)N1CCN(S(=O)(=O)c2ccc(Cl)cc2)CC1
Screen / compound no.	41	42	43	44	45
AP complement	5	7	7	6	1
CatB mix inh	-3	-8	1	-2	-1
JNK3 inh	-1	-5	7	0	-1
Ec RNAP inh	-5	7	8	-1	7
CatB inh	0	0	0	-4	5
PKA inh	5	6	5	4	14
ROCK2 blocker	2	2	8	7	9
CatS inh	-12	2	-11	-1	9
RORA act	-24	-2	20	4	-16

Laid out differently: entries from further up.
(31) COc1ccc(NC2=NCC(=O)N2c2ccccc2F)c(OC)c1
  AP complement = -25
  CatB mix inh = 0
  JNK3 inh = 3
  Ec RNAP inh = -5
  CatB inh = 0
  PKA inh = 12
  ROCK2 blocker = 3
  CatS inh = 5
  RORA act = -7

(32) C=C(C)Cn1c(-c2ccccc2)nc2ccccc21
  AP complement = 0
  CatB mix inh = 1
  JNK3 inh = 2
  Ec RNAP inh = 8
  CatB inh = 0
  PKA inh = -1
  ROCK2 blocker = 2
  CatS inh = 1
  RORA act = -12

Remaining list, next part.
#46 Cc1cc(C)n(C(CC(=O)N2CCc3ccccc3C2)C(=O)O)n1 (stereo not given)
#47 O=C(Cn1cnc2c(nnn2Cc2ccc(F)cc2)c1=O)N1CCN(c2ccccc2)CC1
#48 Cc1c(C(=O)O)oc2c3c(ccc12)OCCO3
#49 COc1cc(NC(=O)C2CCCN(S(=O)(=O)c3cnc[nH]3)C2)cc(OC)c1 (stereo not given)
#50 CCc1c(C)nc(/N=C(/NC(=O)c2ccccc2)Nc2ccccc2OC)[nH]c1=O
Screen / compound no.	46	47	48	49	50
AP complement	-5	-2	17	-5	19
CatB mix inh	-5	5	-2	-4	2
JNK3 inh	2	0	-4	0	-1
Ec RNAP inh	-5	7	-3	6	-10
CatB inh	2	6	-1	-3	2
PKA inh	8	5	-3	3	4
ROCK2 blocker	6	11	1	1	3
CatS inh	0	15	4	3	-6
RORA act	18	0	-16	10	-4

#51 COc1ccc(CNS(=O)(=O)c2ccc(C3CNC(=O)C3)cc2)cc1 (stereo not given)
#52 O=C(CSc1nnc(-c2ccco2)o1)c1ccc(F)c(F)c1
#53 c1cncc(Nc2nc(-c3cccs3)cs2)c1
#54 CN(C)CCNc1nc2c(c(=O)[nH]c(=O)n2C)n1CCCc1ccccc1
Screen / compound no.	51	52	53	54
AP complement	10	0	6	11
CatB mix inh	5	2	-1	3
JNK3 inh	-9	-1	-5	-1
Ec RNAP inh	1	11	-6	4
CatB inh	2	6	1	4
PKA inh	0	8	10	6
ROCK2 blocker	1	6	5	4
CatS inh	3	-1	-4	6
RORA act	-10	18	59*	-11

Some of the compounds tested; the hit share may differ from the screen's.
